# Source: PubChem (National Center for Advancing Translational Sciences (NCATS))
# D2 agonist = activates the human D2 dopamine receptor; P14416; AID 485358; activation, % at 2 µM; actives 0.53% (n = 340,000); HEK293 T-REx D2 cells, calcium flux agonist mode;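 active = activation over 3 SD above normal in the single-dose calcium agonist read, cut at about 30% in these data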; also: 0% is about no effect
# Target sequence (P14416 whole entry, looked up): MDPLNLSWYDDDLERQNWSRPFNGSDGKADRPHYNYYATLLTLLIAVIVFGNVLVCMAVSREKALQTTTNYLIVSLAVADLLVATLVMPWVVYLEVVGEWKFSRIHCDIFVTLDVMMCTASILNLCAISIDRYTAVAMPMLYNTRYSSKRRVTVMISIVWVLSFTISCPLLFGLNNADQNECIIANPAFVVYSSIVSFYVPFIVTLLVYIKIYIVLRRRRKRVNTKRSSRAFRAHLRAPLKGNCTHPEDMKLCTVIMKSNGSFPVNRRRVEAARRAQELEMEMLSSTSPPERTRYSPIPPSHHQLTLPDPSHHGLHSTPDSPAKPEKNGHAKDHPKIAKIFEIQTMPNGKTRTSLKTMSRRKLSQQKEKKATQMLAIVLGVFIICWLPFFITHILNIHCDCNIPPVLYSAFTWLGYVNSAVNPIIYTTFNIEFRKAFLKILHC
#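 Agonism is scored from calcium flux in a force-coupled, inducible HEK293 cell line expressing D2, read kinetically for 180 s after compound addition against dopamine controls.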
# mIDH1 inhibitor = human IDH1 R132H inhibition; O75874; IDH1-R132H enzyme, NADPH consumption, diaphorase/resazurin fluorescence; Potency, µM (highest dose often 76.6 µM), for the others: at the highest dose activity change, negative = inhibition, actives largely listed as inhibitors; actives 0.093% (n = 390,000); AID 602179; also: potency is read from the fitted curve at half-maximal effect; % is scaled to controls: 0 for no effect and ±100 for the full control effect; nearly all actives have a fitted effect of over 65% in size
#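 IDH1-R132H (0.5 ug/mL dispensed) in pH 7.5 Tris buffer was preincubated 30 min with compound, then given a substrate mix of 0.016 mM NADPH and 2 mM alpha-KG for 80 min at room temperature; remaining NADPH was read by diaphorase/resazurin fluorescence.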
# TrxR1 substrate = is turned over as a substrate by rat TrxR1 | purified TrxR1 substrate turnover, NADPH consumption readout | actives 0.01% (n = 390,000) | Potency, µM (highest dose often 114 µM), for the others: top-dose activity change, negative = substrate turnover | O89049; also: potency is read from the fitted curve at half-maximal effect; % is scaled to controls: 0 for no effect and ±100 for the full control effect; nearly all actives have a fitted effect of over 50% in size
# Target sequence (O89049 whole entry, looked up): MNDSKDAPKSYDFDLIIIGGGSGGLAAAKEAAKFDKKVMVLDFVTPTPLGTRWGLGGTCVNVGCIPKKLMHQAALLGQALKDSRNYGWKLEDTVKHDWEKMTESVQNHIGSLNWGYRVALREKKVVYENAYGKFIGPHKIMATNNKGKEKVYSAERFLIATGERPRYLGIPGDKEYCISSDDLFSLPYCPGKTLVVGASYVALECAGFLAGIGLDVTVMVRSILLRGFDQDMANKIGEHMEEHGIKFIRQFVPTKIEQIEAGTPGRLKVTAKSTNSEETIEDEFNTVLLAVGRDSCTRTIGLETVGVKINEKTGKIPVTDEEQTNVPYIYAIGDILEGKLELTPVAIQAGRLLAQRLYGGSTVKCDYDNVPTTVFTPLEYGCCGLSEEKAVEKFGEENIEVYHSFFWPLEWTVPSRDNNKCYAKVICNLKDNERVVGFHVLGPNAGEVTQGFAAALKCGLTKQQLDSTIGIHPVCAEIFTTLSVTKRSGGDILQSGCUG
#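 Rat TrxR1, dispensed at 90 nM, was prereduced with 400 uM NADPH (final) for 5 min at ~22 deg C, then incubated with compound 15 min before 400 uM selenite. A first-read NADPH fluorescence drop versus no-compound background flagged substrates.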
# D2 antagonist = antagonizes the human D2 dopamine receptor; HEK293 TREx D2 cells, calcium flux, dopamine EC80; actives 2% (n = 340,000); inhibition, % at 10 µM; P14416; in the data active = inhibition above about 30%; also: 0% is about no effect
#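 Antagonism is scored as inhibition of an EC80 dopamine-evoked calcium signal in a force-coupled, tetracycline-inducible HEK293 T-REx D2 line, with compound present 180 s before agonist.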
# TRHR ag = activates the human TRH receptor | actives 0.18% (n = 360,000) | TRHR cells, calcium flux fluo-8, FDSS agonist mode | P34981 | AID 493084 | activation, % at 2 µM; in the data active = activation above about 30%; also: 0% is about no effect
#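 Read-out: compound-evoked intracellular calcium rise in TRHR cells, fluo-8 dye, kinetic FDSS fluorescence at 1 s/cycle following a 10-cycle baseline. Cells cultured overnight before dye loading (30 min–1.5 h, RT).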
# TRHR PAM = allosterically enhances the human TRH receptor; P34981; TRHR cells, fluo-8 calcium fluorescence, EC20 TRH enhancement; enhancement, % at 2 µM; actives 0.66% (n = 360,000); in the data active = enhancement above about 30%; also: 0% is about no effect
#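 Enhancer read-out: after compound pinning and an initial kinetic agonist-mode read, an EC20 of TRH (10 nM final) was injected and fluo-8 calcium signal (Ex 480/Em 530) followed at 1 s/cycle for 100 cycles in TRHR-expressing cells.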
# TrxR1 inh = blocks rat thioredoxin reductase 1. O89049. actives 1% (n = 390,000). Potency, µM (doses to about 114 µM), for the others: at the highest dose activity change, negative = inhibition, actives largely listed as inhibitors. recombinant rTrxR1, NADPH fluorescence consumption, selenite substrate; also: potency is read from the fitted curve at half-maximal effect; % is scaled to controls: 0 for no effect and ±100 for the full control effect; nearly all actives have a fitted effect of over 65% in size
#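 Rat TrxR1 (90 nM in the dispensed reagent) was pre-reduced with 400 uM NADPH for 5 min at room temperature, then incubated with compound for 15 min. After 400 uM selenite was added, NADPH fluorescence (Ex 340/Em 450 nm) was followed for 8 min.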
# Pin1 inhibitor = blocks the human prolyl isomerase Pin1; Potency, µM (titrated, usually from 115 µM), for inactives: top-dose activity, negative = inhibition, most hits filed as inhibitors; actives 0.009% (n = 390,000); Pin1 FP peptide displacement, HiFluor488, 10 min; active = well fitted inhibition curve with a large enough effect in the polarisation, with a control signal flat, not every such curve was filed as active; inconclusive = small, poorly fitted or top-dose-only effect, or effect the other way, or a change in a side signal; inactive = no such curve, though single readings can be large or run the other way; the % refers to the polarisation; also: potency is read from the fitted curve at half-maximal effect; % is scaled to controls: 0 for no effect and ±100 for the full control effect
# USP1-UAF1 inh = blocks the human USP1/UAF1 deubiquitinase complex | actives 0.23% (n = 390,000) | recombinant USP1/UAF1, Ub-Rhodamine cleavage fluorescence | O94782 | Potency, µM (top dose mostly 57.1 µM), inactives show top-dose activity change, negative = inhibition, hits mostly inhibitors; also: potency is read from the fitted curve at half-maximal effect; % is scaled to controls: 0 for no effect and ±100 for the full control effect; nearly all actives have a fitted effect of over 60% in size; inactives centre near -12
#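 USP1/UAF1 complex at 1 nM was preincubated with compound for 15 min at room temperature, then Ub-Rho substrate (150nM final) was added. Fluorescence (480/540 nm) was read kinetically, 6 reads every 60 seconds.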
# Active calls of the source: *; ? = inconclusive; · = no result given; & = joins results of further samples; [ ] = dose if it differs, or a comment. Unless noted, calls follow the shape of the dose curve; as a rule, active = well fitted inhibition curve with a large enough effect; inconclusive = small, poorly fitted or top-dose-only effect; inactive = no such curve, though single readings can be large or run the other way. The list is partial (hit frequency here may not be typical).
SMILES,D2 agonist,mIDH1 inhibitor,TrxR1 substrate,D2 antagonist,TRHR ag,TRHR PAM,TrxR1 inh,Pin1 inhibitor,USP1-UAF1 inh
COc1ccc(-c2nnc(CSc3nnc(-c4ccncc4)n3C3CCCCC3)o2)cc1OC,0.5,0%,2%[57.1 µM],-8,-0.3,-5,7%[57.1 µM],-1%,-3%
COC(=O)c1sccc1NC(=O)CSc1ccc(Cl)cc1,0.6,6%,-3%,-7,1.2,-5,-2%,0%,-20%
COC(=O)c1ccccc1NC(=O)C1COc2ccccc2O1 (centres undefined),·,0%,-3%,·,-0.6,2,4%,-1%,0%
Cc1ccc(O)c(N=Nc2ccccc2)n1,·,1%,-3%[57.1 µM],·,·,·,?,2%,?
COc1ccccc1NC(=O)CSc1nnc(CNC(=O)COc2ccc(Cl)cc2)o1,-1.3,-6%,-3%,-27,-0.4,-4,0%,2%,-20%
CCC(=O)Nc1cccc(Oc2nc(C)cc(C)c2C#N)c1,-1.3,-2%,9%,-3,-0.1,2,27%,-1%,-20%
Cc1ccc(OCc2ccc(C(=O)N3CCCC3)o2)c([N+](=O)[O-])c1,·,6%,14%[0.0914 µM],·,-2.4,-20,-1%[57.1 µM],-10%,-21%
O=C(CSc1nnc(-c2cccs2)n1-c1cccc(Cl)c1)c1cccc2c1OCCO2,-0.5,2%,0%,12,0.7,-5,6%,6%,-5%
CCOC(=O)/C(C#N)=C\c1cc(C)n(-c2ccccc2)c1C,7.6,-3%,-13%,4,-1.1,5,-13%,?,-11%
Cn1cccc1/C=N/NC(=O)c1cccc(OC(F)(F)C(F)F)c1,-0.6,22%,-3%[57.1 µM],-9,-0.2,2,-6%[57.1 µM],-2%,-2%
COc1ccc2cc(CNc3ccc(C)cc3)c(=O)n(CC(=O)Nc3cccc(C(F)(F)F)c3)c2c1,-0.2,25%,1%,·,-0.5,5,9%,10%,-10%
COc1cccc(Nc2nc(=O)[nH]nc2C)c1,-0.7,5%,-9%,34*,-0.7,-2,3%,3%,-14%
Fc1ccc(-n2cc(-c3ccccc3)c3c(NC4CCCCC4)ncnc32)cc1,-0.1,-21%,-2%[57.1 µM],·,0.3,0,2%[57.1 µM],?,-25%
CC(=O)Nc1ccc(Nc2nc3c(S(=O)(=O)c4cc(C)ccc4C)nnn3c3ccsc23)cc1,0.7,-6%,6%,·,0.0,6,17%,0%,-19%
Cc1cc(C(=O)N2CCCC(N3CCN(c4ccccc4C)CC3)C2)nc(C)n1 (centres undefined),2.7,2%,-5%,-13,0.0,-2,-9%,-9%,-16%
COc1ccc(NC(=O)CN(C)C(=O)CCCc2nc3ccccc3c(=O)[nH]2)cc1,-0.7,1%,2%,4,0.3,-1,12%[57.1 µM],-4%,-16%
O=C(CSc1nc(-c2ccccc2)no1)N1CCN(c2ccc(F)cc2)CC1,0.1,0%,-2%[57.1 µM],·,0.3,1,15%[57.1 µM],7%,-23%
O=C(O)c1ccc(-n2nnnc2SCc2cccc(Br)c2)cc1,-0.4,-1%,0%,-13,-0.1,11,13%,-12%,-20%
CCCC(C)Sc1nc2c([nH]1)c(=S)n(C)c(=O)n2C (centres undefined),·,2%,4%[11.4 µM],·,·,·,5%[11.4 µM],-10%,-10%
Clc1ccc(-c2nnc(-c3cccnc3)o2)cc1,-0.2,5%,9%[57.1 µM],6,0.0,1,25%[57.1 µM],-5%,0%
Cc1nn(S(=O)(=O)c2ccccc2)c(C)c1S(=O)(=O)N1CCC(C)CC1,0.1&0.2,-7%&0%,-3%,-4,-0.2&-0.7,2&3,-1%,-5%&-1%,-18%&-12%
CC1CCN(CCC(=O)N2CCCc3c2c(=O)oc2ccc(O)cc32)CC1,0.1,1%,-13%,23,0.2,-4,-26%,-1%,-3%
Cc1cc(Cl)ccc1NC(=O)CN(c1ccccc1Br)S(C)(=O)=O,-1.3,4%,8%,·,-2.0,1,21%,-4%,-24%
Cc1ccc(SCC(=O)OCC(=O)N(CCC#N)c2ccccc2)cc1,-0.3,-3%,-3%,33*,-0.1,6,11%,-3%,-24%
C/C=C/C(=O)Nc1nnc(C2CCCCC2)s1,0.3,-2%,5%[11.4 µM],-3,-0.1,-1,18%[11.4 µM],3%,-20%
# Additional results:
SMILES,D2 agonist,mIDH1 inhibitor,TrxR1 substrate,D2 antagonist,TRHR ag,TRHR PAM,TrxR1 inh,Pin1 inhibitor,USP1-UAF1 inh
O=C1CCCC2=C1C(c1cccc(O)c1)c1c(ccc3ncccc13)N2 (centres undefined),0.3,3%,2%[57.1 µM],-3,-0.2,9,8%[57.1 µM],-6%,-15%
Cc1cc(-c2cccs2)nc(-n2cccc2)n1,-0.8,1%,-5%,-4,-0.2,7,-7%,-4%,-27%
CCCCCCCSc1nsc(N)n1,-0.8,5%,3%[57.1 µM],-15,-0.1,2,9%[57.1 µM],3%,-20%
COc1ccc(Cn2nnnc2CN2CCC(O)(c3ccc(F)cc3)CC2)cc1,0.2,0%,0%[57.1 µM],-4,0.4,-2,-10%[57.1 µM],0%,-6%
Cn1c(=O)c2c(O)cc(=O)n(-c3ccccc3)c2n(C)c1=O,0.7,7%,-6%,-1,0.6,-11,45%[activator],-3%,-2%
COc1ccc(-c2noc(N(c3nc(-c4ccc(OC)c(OC)c4)no3)c3ccccc3OC)n2)cc1OC,·,-9%,0%,·,1.2,-5,-1%,1%,-20%
Cc1ccc2[nH]c(-c3ccccc3)c(CN3CCOCC3)c(=O)c2c1,-1.2,7%,11%[57.1 µM],25,-0.3,-1,6%[57.1 µM],0%,-10%
O=C(Nc1ccc(F)cc1)c1csc(Cc2ccccc2)n1,0.7,5%,2%,14,0.3,-5,21%,2%,-19%
COc1ccc(NC(=O)CSc2sc3c(O)cc(=O)[nH]c3c2C#N)c(OC)c1,0.8,9%,2%[57.1 µM],5,0.3,4,2%[57.1 µM],?,-17%
CC(=O)Nc1ccc(S(=O)(=O)N2CCN(c3cccc(C)c3C)CC2)cc1,-0.3,-14%,-13%[57.1 µM],1,-0.2,8,-7%[57.1 µM],?,8%
CCCCC(=O)c1ccc(OC(=O)c2ccc([N+](=O)[O-])cc2)cc1,·,-8%,-4%[2.29 µM],·,·,·,3%[2.29 µM],-4%,3%
Cc1ccc(S(=O)(=O)N2CCC(C(=O)NCc3ccccc3CN3CCCC3)CC2)cc1C,0.2,7%,0%,1,0.3,1,-1%,-5%,-6%
COc1ccc(C(=O)c2cn(Cc3ccc(F)cc3)c3ccc(C)cc3c2=O)cc1,-0.2,-9%,-5%,·,1.0,-5,11%,13%,-18%
Cc1ccc(N(CC(O)Cn2nc(C)cc2C)S(=O)(=O)c2ccc3ccccc3c2)cc1 (centres undefined),-0.7,4%,-10%,5,0.1,-3,-4%,-4%,-21%
Cc1cc(C)cc(OCC(=O)N(C)CC(=O)Nc2ccc(N3CCOCC3)cc2)c1,0.0,2%,-8%,-4,-0.1,5,-14%,-3%,-10%
CC1C(=O)Nc2ccccc2N1C(=O)c1ccc(F)cc1F (centres undefined),-0.6,8%,6%,-19,-1.0,17,22%,-17%,-21%
CCCN(CC(=O)Nc1ccccc1C)C(=O)C1CCN(S(=O)(=O)c2ccc3c(c2)OCCO3)CC1,·,-10%,3%,·,·,·,9%,1%,-7%
Cc1ccc(C(=O)NNC(=O)COC(=O)COc2ccccc2C#N)cc1,-0.5,-1%,0%,13,0.0,-1,4%,3%,-7%
C/C(=N\NC(=O)c1ccc(-c2ccccc2)cc1)c1ccco1,0.6,-5%,-2%,7,-1.5,8,5%,-3%,?
CC(C)CCSc1nc2ccccc2[nH]1,0.3,8%,7%[57.1 µM],-19,-1.2,2,10%,-6%,-7%
CCOc1cc(Cl)c(NC(=O)CC)cc1OCC,0.0,1%,-8%,71*,0.2,-20,-18%,5%,3%
O=C(Nc1ccncc1)c1cccc(S(=O)(=O)N2CCCC2)c1,0.8,1%,2%,10,0.9,-12,14%,6%,-10%
CCn1c(SC)nnc1C1CCN(S(=O)(=O)c2ccc(OC)cc2)CC1,0.1,-1%,4%,-3,0.0,-1,12%,-5%,-16%
Cn1c(COc2ccccc2)nnc1SCC(=O)Nc1ccc(S(N)(=O)=O)cc1,-0.7,0%,10%[57.1 µM],15,-0.4,-2,6%[11.4 µM],0%,-6%

# Reformatted as labelled records: two of the compounds above
Cc1cc(-c2cccs2)nc(-n2cccc2)n1
  D2 agonist: -0.8; mIDH1 inhibitor: 1%; TrxR1 substrate: -5%; D2 antagonist: -4; TRHR ag: -0.2; TRHR PAM: 7; TrxR1 inh: -7%; Pin1 inhibitor: -4%; USP1-UAF1 inh: -27%

CCCCCCCSc1nsc(N)n1
  D2 agonist: -0.8; mIDH1 inhibitor: 5%; TrxR1 substrate: 3%[57.1 µM]; D2 antagonist: -15; TRHR ag: -0.1; TRHR PAM: 2; TrxR1 inh: 9%[57.1 µM]; Pin1 inhibitor: 3%; USP1-UAF1 inh: -20%

# Copied from the list.
# `COc1ccc(NC(=O)CSc2sc3c(O)cc(=O)[nH]c3c2C#N)c(OC)c1` in D2 antagonist → 5
# `CCn1c(SC)nnc1C1CCN(S(=O)(=O)c2ccc(OC)cc2)CC1` in mIDH1 inhibitor → -1%
# `CC1C(=O)Nc2ccccc2N1C(=O)c1ccc(F)cc1F` (centres undefined) in D2 agonist → -0.6
# `COc1ccc(Cn2nnnc2CN2CCC(O)(c3ccc(F)cc3)CC2)cc1` in mIDH1 inhibitor → 0%
# `COc1ccc(-c2noc(N(c3nc(-c4ccc(OC)c(OC)c4)no3)c3ccccc3OC)n2)cc1OC` in TRHR PAM → -5
# `O=C(Nc1ccncc1)c1cccc(S(=O)(=O)N2CCCC2)c1` in USP1-UAF1 inh → -10%
